High-throughput results (PubChem)
KKLEB cytotox – counter-screen for CF NF-kB inhibitors: cytotoxicity. KKLEB CF airway cells viability, ATPlite luminescence, overnight; hits give low values; cells stimulated with P. aeruginosa culture filtrate. activity change (cytotoxicity), % at 5 µM. actives 0.36% (n = 360,000). AID 602141;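 active = corrected activity change at or below -50% at 5 µM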
HIF-2a block – HIF-2a inhibition. 786-0 RCC cells HIF-2a reporter, luciferase luminescence, overnight. inhibition, % at 18.8 µM. actives 0.72% (n = 360,000). AID 624352;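 active = inhibition of the luminescence signal of 40% or more relative to plate controls, in a single-dose primary screen at 18.75 µM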
LMP1 NFkB inh – reduces LMP1-driven NF-kappaB luciferase signal. AID 504558. inhibition, % at 12.5 µM. actives 0.69% (n = 350,000). LMP1-induced NF-kappaB luciferase reporter cells, luminescence; in the data active = inhibition above about 41%;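 note: 0% = neutral control wells and 100% = reference inhibitor control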
Shn3 3UTR inh – inhibitors of Schnurri-3 3'UTR reporter in osteoblasts; Clone20 osteoblast Shn3 3'UTR firefly luciferase, 24 h; AID 588674; inhibition, % at 12.5 µM; actives 0.52% (n = 360,000);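 active = mean inhibition of at least 75% with every replicate also reaching 75%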;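 note: 0% = median of neutral control wells and 100% = pilot-screen positive control compound; some compounds past the cut are filed as inactive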
NR2E3 ag-1 – agonists of human nuclear receptor NR2E3. inhibition of corepressor binding, % at 4.78 µM. Q9Y5X4. AID 2300. actives 0.12% (n = 320,000). GST-NR2E3/biotin-RetCOR TR-FRET, 1536-well;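 active = percent inhibition above the cutoff of mean plus 3 SD of all tested compounds, set per screening campaign, cut at about 20% in these data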;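 note: 0% = DMSO wells and 100% = biotin wells as full block of FRET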
Target sequence (Q9Y5X4 whole entry, looked up): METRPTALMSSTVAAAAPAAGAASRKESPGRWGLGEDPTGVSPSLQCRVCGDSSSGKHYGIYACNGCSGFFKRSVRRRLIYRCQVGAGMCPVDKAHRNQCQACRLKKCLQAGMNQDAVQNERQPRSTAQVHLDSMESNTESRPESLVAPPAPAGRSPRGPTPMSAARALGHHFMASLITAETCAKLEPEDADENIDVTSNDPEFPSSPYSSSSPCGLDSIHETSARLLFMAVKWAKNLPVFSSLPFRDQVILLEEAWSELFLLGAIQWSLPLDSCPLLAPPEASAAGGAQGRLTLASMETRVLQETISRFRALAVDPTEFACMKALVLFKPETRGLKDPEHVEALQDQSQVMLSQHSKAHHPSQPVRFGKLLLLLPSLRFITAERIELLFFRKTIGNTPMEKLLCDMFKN
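Material: NR2E3–RetCOR corepressor complex / Amount: 1.35 nM GST-NR2E3 / Medium: Tris pH 7.5 / Compound: single nominal compound dose of 4.8 µM / Incubation: 5 h at 4 °C / Technique: TR-FRET, Eu(K)-anti-GST donor, streptavidin-D2 acceptor, ex 340, em 617/671 nm / Read-out basis: percent loss of FRET ratio relative to control wells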
Peg3 prom inh – Peg3 promoter activity inhibition. HeLa PEG-Prom luciferase reporter, luminescence, overnight. inhibition, % at 20 µM. actives 1.7% (n = 360,000);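 active = inhibition of at least 50% at 20 µM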
TRAIL sens C8 – sensitizes caspase-8 expressing cells to TRAIL; AID 624354; inhibition (viability loss, TRAIL sensitization), % at 10 µM; actives 1% (n = 360,000); NB7+C8 cells + TRAIL, ATPlite viability luminescence;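 active = compounds causing at least 50% loss of cell viability in the single-dose screen, relative to plate controls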
iPSC survival up – enhancers of human iPSC single-cell survival | hiPSC single-cell survival, ATPlite luminescence; 100% = ROCK inhibitor wells, 0% = DMSO | actives 0.044% (n = 360,000) | survival enhancement, % at 20 µM; in the data active = survival enhancement above about 18%;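 note: cells exposed to compounds for 16 hours before the ATP read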
CF NFkB inh – blocks PAF-induced NF-kB reporter in cystic fibrosis cells; KKLEB NF-kB-GFP reporter, GFP fluorescence overnight; inhibition, % at 5 µM; actives 0.86% (n = 360,000);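 active = at least 50% inhibition at 5 µM, scaled per plate between neutral and stimulator controls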;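 note: PAF is a Pseudomonas aeruginosa culture filtrate used as stimulus; plate controls were PAF-stimulated DMSO wells for no effect and unstimulated DMSO wells for full effect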
MITF TRPM1 inh – reduces MITF-dependent TRPM1 promoter luciferase signal; AID 488899; inhibition, % at 12.5 µM; actives 0.83% (n = 330,000); SK-MEL-5 TRPM1 promoter luciferase, 24 h;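 active = mean inhibition across replicates of 60% or more, whatever share of single replicates reaches that level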; note: values of inactives mirror those of a sister screen read the other way
NR2E3 ag-2 – agonists of human NR2E3 nuclear receptor | Q9Y5X4 | CHO-S Gal4-NCOR/VP16-NR2E3 two-hybrid, luciferase | inhibition of corepressor binding, % at 3.98 µM | actives 0.35% (n = 360,000) | AID 602229;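 active = inhibition above the mean of all tested compounds plus 3 SD, cut at about 70% in these data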;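 note: 0% = DMSO with NR2E3 transfected cells and 100% = cells lacking NR2E3 construct; higher means lower luciferase signal from less NR2E3 corepressor binding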
Active calls of the source: *; nt = no result given. These rows are one share of the data; the hit share may differ from the screen's.

Each structure is followed by: Shn3 3UTR inh	MITF TRPM1 inh	Peg3 prom inh	LMP1 NFkB inh	KKLEB cytotox	HIF-2a block	NR2E3 ag-2	TRAIL sens C8	iPSC survival up	CF NFkB inh	NR2E3 ag-1
COC(=O)c1ccc(COc2ccc(C(=O)c3ccccc3)cc2)o1
  -9	1	-29	-6	-10	-7	-71	8	-0.5	27	1
N#C/C(=C(/O)COC(=O)COc1cccc(Br)c1)c1nc2ccccc2[nH]1
  13	13	28	5	10	5	-15	8	0.5	-13	1
O=C(NC1CCCC1)C1CCC(=O)N1CCc1ccccc1 (configuration not stated)
  -7	14	21	5	-1	22	27	2	-1.8	2	5
Cn1cc([N+](=O)[O-])c(C(=O)Nc2ccc(C3CCCCC3)cc2)n1
  -26	5	-35	-32	-24	-124	-52	61*	-0.5	52*	8
CN1CCN(S(=O)(=O)c2ccc(N3CCN(C(=O)c4ccccc4)CC3)nc2)CC1
  4	-6	-6	-1	-3	19	-12	-2	0.1	-7	0
CCCN1CCN(CCCNC(=O)c2cc3c(=O)oc4ccc(C)cc4c3s2)CC1
  -15	-11	4	-4	3	-4	-8	7	-0.6	-6	3
O=C(NNS(=O)(=O)c1ccc(Br)cc1)c1csnn1
  -6	4	7	-2	5	14	12	11	-0.8	1	nt
CCCn1nc(Oc2nc(NCC)nc(NC(C)C)n2)ccc1=O
  18	-5	-2	1	11	-9	-10	1	-1.0	-26	3
Cc1onc(-c2ccccc2)c1C(=O)NC1CCCCC1C (configuration not stated)
  -7	nt	11	13	-1	7	17	-3	4.7	18	nt
O=C(COc1ccc(Cl)cc1)OCC(=O)N1CCCC1
  8	-20	3	-2	4	4	-7	-12	-2.0	-7	-7
CCOc1ccc(NC(=S)NN2CCN(C)CC2)cc1
  -31	5	3	7	2	16	-26	-1	-2.4	5	-5
COc1cccc(C(=O)Nc2nnc(-c3ccc(F)cc3)o2)c1
  -15	nt	-5	15	-13	4	-33	16	0.1	8	0
CCN1CCN(c2cc(C)c3cc(NC(=O)c4ccc(C)c(C)c4)ccc3n2)CC1
  -1	-30	-64	-20	0	-138	-11	27	-0.4	-3	4
CN(CC(=O)Nc1ccc(F)cc1)C(=O)COC(=O)CNC(=O)c1sc2ccccc2c1Cl
  -18	-2	-14	-8	0	-5	20	-5	-0.3	-6	-1
C=CCC1(CC=C)CCCN1C(=O)c1cc(COc2cncc(Cl)c2)on1
  70	5	-11	14	-2	-69	90*	28	0.2	2	0
Fc1cccc(NC(=S)NCc2ccc(Cl)cc2)c1
  -11	9	-17	2	11	-7	-19	3	-0.3	-7	6
Cc1ccc(C2=NC3(CCCC3)N=C2SCC(=O)Nc2ccc3c(c2)OCCO3)cc1
  -48	-1	-15	-12	3	-9	-38	4	4.0	-16	3
CCOc1ccc(=O)n(-c2ccccc2)n1
  -1	10	5	3	10	16	-3	-8	2.2	8	-1
O=C(COC(=O)c1ccc2c(c1)OCO2)Nc1ccccc1F
  20	-15	-30	-6	2	7	2	-12	0.4	-10	3
CN(C)C(=O)CNc1ccn2nc(-c3cccc(OCCN4CCOCC4)c3)cc2n1
  8	nt	-11	nt	24	-20	-17	-13	4.1	-42	nt
O=C(NCCc1ccccc1)C(=O)NCC1OCCN1S(=O)(=O)c1ccccc1 (configuration not stated)
  -26	8	-1	-2	5	12	19	3	1.3	-23	2
CN(C)S(=O)(=O)c1ccc(C(=O)N(c2ccccn2)c2ccccn2)cc1
  -4	4	7	6	8	7	-8	-9	3.8	9	1
Cc1cc2nnc(SCC(=O)N3C(C)CCCC3C)n2c(N)n1 (configuration not stated)
  2	4	6	1	-10	-13	-19	11	-2.1	14	1
Cn1c2c(c(O)c(-c3ccccc3)c1=O)C(=O)CC(C)(C)C2
  -3	6	-2	20	17	-1	-15	-2	-0.5	-5	0
CCCCN(Cc1ccco1)C(=O)c1cc2c(=O)[nH]c3ccc(C)cc3c2s1
  29	nt	25	-24	-24	-79	-30	9	-2.3	44	4
Cc1cc(C)cc(N(CCC#N)C(=O)COC(=O)CCc2c[nH]c3ccccc23)c1
  -1	2	5	-7	-4	5	0	-7	0.5	31	3
CC(=O)Nc1ccc(C(=O)N2CCCCC2c2cc(C(=O)NC(C)C)no2)cc1 (configuration not stated)
  -17	nt	-3	nt	-6	-1	-3	7	0.0	-44	nt
Cc1ccc(CS(=O)(=O)CCC(=O)NCCc2ccccc2)cc1
  -8	-4	8	4	3	9	5	-11	-0.1	3	-1
CCn1c(C)nnc1SCC(=O)Nc1ccccc1OC
  7	-13	6	-2	-11	20	5	-15	-0.5	16	-4
O=C(O)c1ccccc1-c1ccc(C=c2sc3nc4cc(Br)cnc4n3c2=O)o1
  20	nt	-2	nt	13	0	-28	5	-1.8	-6	nt

Printed as active in CF NFkB inh, among the entries above:
mol	Shn3 3UTR inh	MITF TRPM1 inh	Peg3 prom inh	LMP1 NFkB inh	HIF-2a block	NR2E3 ag-2	CF NFkB inh	NR2E3 ag-1
Cn1cc([N+](=O)[O-])c(C(=O)Nc2ccc(C3CCCCC3)cc2)n1	-26	5	-35	-32	-124	-52	52*	8

Next structures follow:
Each structure is followed by: Shn3 3UTR inh	MITF TRPM1 inh	Peg3 prom inh	LMP1 NFkB inh	KKLEB cytotox	HIF-2a block	NR2E3 ag-2	TRAIL sens C8	iPSC survival up	CF NFkB inh	NR2E3 ag-1
COc1cccc(N2C(=O)C3CCCN3C2c2ccc(Cl)cc2)c1 (configuration not stated)
  -13	1	13	1	1	13	-20	15	-0.8	7	-1
CCN1C[C@@H]2[C@@H]3C(=O)N(C)C(=O)[C@@H]3[C@](Cc3ccccc3)(C1=O)N2C(=O)c1ccc(Cl)cc1
  -16	-5	18	-2	0	6	-25	-1	-1.2	-21	nt
Cc1noc(C)c1CSCC(=O)Nc1ccc(Br)cc1Cl
  -5	-8	16	3	13	-2	5	-3	0.4	14	-5
COc1ccc(-n2nnnc2-c2cn(C)nc2C(F)(F)F)cc1
  -1	3	24	2	-7	14	7	0	-1.5	16	0
O=C1CSc2ccc(C(=O)N3CCN(c4ccccn4)CC3)cc2N1
  -26	9	11	-4	0	3	-23	-12	10	-17	6
CCOC(=O)Nc1ccc(Cc2ccncc2)cc1
  -6	-25	-43	2	-6	-66	-32	4	-0.7	30	3
CCN1CCN(c2ccc([N+](=O)[O-])cc2S(=O)(=O)N2CCOCC2)CC1
  4	4	1	-3	4	10	-5	1	2.0	0	1
CC(/C=C/c1ccco1)=N/NC(=O)C1COc2ccccc2O1 (configuration not stated)
  -7	-1	0	-1	-21	1	-22	-9	-0.2	-13	1
CCOc1ccc(-c2c(C(=O)N/N=C/c3ccsc3)nnn2-c2nonc2N)cc1
  -38	9	4	-7	-5	3	-9	-3	0.5	-31	2
Cc1ccc(/C=N\Nc2cn[nH]c(=O)c2Cl)cc1
  -62	-33	-150	-7	-7	-281	-51	4	-3.6	-49	-5
CC(=O)NNC(=S)NCCc1ccccc1
  10	-8	6	-7	1	15	19	5	0.6	13	-1
COC(=O)C1N[C@@H]([C@@H](NC(=O)COc2ccccc2)C(=O)NCc2ccccc2)SC1(C)C (some centres not stated)
  -9	-4	28	2	-11	13	-26	-4	-1.0	-18	-2
O[C@H]1CN(Cc2cccs2)[C@@H](c2ccccc2)C[C@@H]1n1cc(C2CC2)nn1
  -12	nt	6	0	0	-4	0	-12	0.1	14	nt
COc1ccc(C2C(C(=O)NCCN(C)C)c3cc(OC)c(OC)cc3C(=O)N2C)cc1OC (configuration not stated)
  14	-7	16	-3	6	19	0	-7	-1.3	3	4
COc1ccc(N2C(=NC(=O)c3ccccc3)SC3CS(=O)(=O)CC32)cc1 (configuration not stated)
  -6	1	-7	-1	1	7	7	-1	1.7	-4	2
COC(=O)C1=CN(C)C=C(C(=O)OC)C1c1ccc(Cl)cc1Cl
  0	-2	34	6	-22	9	14	2	-4.0	30	3
COc1ccc(N2C(=O)CSC2c2cccc(OC)c2OC)cc1 (configuration not stated)
  1	6	22	-1	-5	8	-23	12	0.3	-2	2
CC1=C(C(=O)N(C)C)C(c2cccc(Cl)c2)NC(=O)N1 (configuration not stated)
  -21	6	17	-4	3	14	-12	-2	5.8	4	1
CCOC(=O)c1c(N)n[nH]c1-c1ccc(OC)cc1
  -18	14	12	5	0	15	3	-6	1.4	13	0
O=C(NC1CCC(O)CC1)c1cc(-c2ccc(Cl)cc2)nc2ccccc12 (configuration not stated)
  -26	-16	-33	2	23	-12	-15	17	-2.8	-21	1
CCc1cc(CC)c(/C=N/NC(N)=O)c(CC)c1/C=N/NC(N)=O
  8	14	30	-8	-6	18	-28	2	1.7	4	2
CCc1ccccc1NC(=O)c1cc(-c2ccco2)on1
  -29	-35	-56	-5	15	-109	-43	-5	-0.5	-6	1
c1ccc(-n2c(Sc3cnccn3)nnc2-c2cccs2)cc1
  -10	-4	23	-5	-12	27	-11	-12	-1.0	4	3
CCOC(=O)CSc1nnc(CSc2nc3ccccc3s2)n1C
  -61	2	-6	-18	3	15	4	0	1.1	4	3
COc1cc(NC(=O)CSc2cc(C)c3cc(C)cc(C)c3n2)c(C(=O)O)cc1OC
  -9	-3	23	4	4	14	-20	18	0.0	4	-3
CN(CC(=O)NC1CCCC1)S(=O)(=O)c1cccc(Cl)c1
  4	-5	-53	6	-8	-18	0	-3	-1.6	3	nt
COC(=O)C(NC(C)=O)(Nc1cc(C)ccn1)C(F)(F)F (configuration not stated)
  -4	7	6	-2	1	14	3	-15	0.0	4	5
CC(C)C(=O)NCCc1nc2ccccc2n1CCCOc1ccc(Cl)cc1
  0	-19	0	1	6	11	0	-6	0.5	-9	-1
CCCN[C@@H]1C(=O)N2C(C(=O)OCCC)=C(C)CS[C@H]12
  0	3	6	3	3	2	0	18	-0.6	-5	-1
CC(=O)Oc1ccc(C2(C)CC(C)(C)NC(=S)N2C)c(OC(C)=O)c1 (configuration not stated)
  -13	10	7	2	1	12	16	1	-0.7	0	3
CCN(CC)S(=O)(=O)c1ccc(-n2cnc3cc(C)c(C)cc32)nc1
  6	-12	7	-2	-11	0	-20	-21	0.6	6	4
O=C(Nc1ccc([N+](=O)[O-])cc1)c1cccc([N+](=O)[O-])c1
  -13	nt	-17	0	4	-4	-19	-12	-0.6	0	nt
CC(C)(C)n1nc2c(c1NC(=O)C1CC(=O)N(c3ccc(Cl)cc3)C1)CS(=O)(=O)C2 (configuration not stated)
  -7	9	18	0	-1	4	-9	-10	0.5	-14	0
COc1ccc(CCNC(=O)CC(Cc2ccccc2)C(=O)O)cc1OC (configuration not stated)
  3	6	-4	0	6	10	-9	12	-0.9	-6	-1
